# OX1R FRET antag: antagonists of human orexin 1 receptor (OX1R) | inhibition, % at 6.6 µM | OX1R-expressing cells, FRET antagonist read-out | O43613 | actives 1.8% (n = 330,000); in the data active = inhibition mostly above about 38%, no sharp cut-off; inactive = mostly below about 40%;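 also: 0% = agonist challenge alone and 100% = reference antagonist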
# Target sequence (O43613 whole entry, looked up): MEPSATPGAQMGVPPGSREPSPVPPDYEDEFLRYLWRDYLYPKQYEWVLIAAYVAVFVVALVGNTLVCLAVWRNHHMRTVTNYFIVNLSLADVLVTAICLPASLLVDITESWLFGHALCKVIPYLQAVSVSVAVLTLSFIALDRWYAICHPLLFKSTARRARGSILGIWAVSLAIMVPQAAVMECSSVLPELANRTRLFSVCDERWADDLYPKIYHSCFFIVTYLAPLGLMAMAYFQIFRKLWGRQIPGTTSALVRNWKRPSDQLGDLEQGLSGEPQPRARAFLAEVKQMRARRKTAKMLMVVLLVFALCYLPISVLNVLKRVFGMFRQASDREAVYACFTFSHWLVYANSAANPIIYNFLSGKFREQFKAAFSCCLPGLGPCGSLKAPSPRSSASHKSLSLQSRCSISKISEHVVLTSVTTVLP
# STK33 inh: human STK33 kinase inhibition. Q9BYT3. purified STK33, MBP phosphorylation, ADP-Glo luminescence. inhibition, % at 10 µM. actives 0.073% (n = 320,000);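 active = inhibition at or above 25%, using the most active replicate where run in duplicate; inactive = inhibition below 25%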
# Target sequence (Q9BYT3 whole entry, looked up): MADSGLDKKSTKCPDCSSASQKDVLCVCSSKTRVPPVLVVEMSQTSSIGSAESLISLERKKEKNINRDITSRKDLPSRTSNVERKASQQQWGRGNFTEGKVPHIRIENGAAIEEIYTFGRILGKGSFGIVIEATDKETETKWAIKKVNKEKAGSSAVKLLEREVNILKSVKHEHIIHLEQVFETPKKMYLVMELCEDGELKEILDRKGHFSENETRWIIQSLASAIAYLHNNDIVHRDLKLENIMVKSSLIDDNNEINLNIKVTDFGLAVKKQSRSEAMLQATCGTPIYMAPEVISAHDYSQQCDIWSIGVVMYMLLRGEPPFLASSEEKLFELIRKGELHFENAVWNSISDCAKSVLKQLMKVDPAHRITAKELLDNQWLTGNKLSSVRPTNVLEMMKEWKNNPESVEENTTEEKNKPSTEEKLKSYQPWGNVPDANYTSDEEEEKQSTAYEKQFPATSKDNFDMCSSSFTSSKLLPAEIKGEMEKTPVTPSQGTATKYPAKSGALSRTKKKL
# Numbers without * were called inactive; nt = no result given. Compounds as they come (roughly 1.8% active in at least one column).
mol,STK33 inh,OX1R FRET antag
CCCNS(=O)(=O)c1ccc(NC(=O)c2cccnc2)cc1,0.9,12
Cn1c(C(=O)N(Cc2ccccc2)Cc2ccccn2)cc2sccc21,0.4,4
CN1C(=O)C(O)(CC(=O)c2cccc(-n3cccc3)c2)c2ccccc21 (stereo unspecified),-2.8,12
COc1ccccc1CNC(=O)c1ccc2c(=O)n(CC3CCCO3)c(=S)[nH]c2c1 (stereo unspecified),0.0,3
C/C(CC(=O)Nc1ccccc1Cl)=N\NC(=O)C(=O)NCCO,0.3,10
CCOCCCNC(=O)C(c1ccc(Cl)cc1)N(Cc1cccs1)C(=O)c1ccccn1 (stereo unspecified),-2.7,7
COc1ccccc1NC(=O)c1cc2c(s1)-c1ccccc1S(=O)(=O)C2,-2.3,18
N[C@@H](Cc1ccc(O)cc1)c1nnc([C@H](CO)NC(=O)C2CCNCC2)o1,0.4,6
O=C1c2ccccc2C(=O)c2c1cccc2N1CCN(Cc2ccccc2)CC1,6.8,14
O=C(OCC(=O)c1c[nH]c2ccccc12)c1ccco1,0.2,20
Cn1c(SCC(=O)N2CCCC2)nc2cccnc21,0.8,11
COc1ccc(OC)c(S(=O)(=O)NC(N)=NCCc2ccccc2)c1,4.3,17

# Profiles as entered above. Screens in order: STK33 inh | OX1R FRET antag
# COc1ccccc1NC(=O)c1cc2c(s1)-c1ccccc1S(=O)(=O)C2 is listed as -2.3 | 18
# COc1ccc(OC)c(S(=O)(=O)NC(N)=NCCc2ccccc2)c1 is listed as 4.3 | 17
# Cn1c(SCC(=O)N2CCCC2)nc2cccnc21 is listed as 0.8 | 11
# C/C(CC(=O)Nc1ccccc1Cl)=N\NC(=O)C(=O)NCCO is listed as 0.3 | 10

# (further entries)
mol,STK33 inh,OX1R FRET antag
Cc1cc(C)nc(NC(=O)Cc2ccc([N+](=O)[O-])cc2)c1,-1.3,8
CCOC(=O)N1CCN(S(=O)(=O)/C=C/c2ccccc2)CC1,0.2,7
N#CCCN(C(=O)COC(=O)c1cccc(S(=O)(=O)N2CCCC2)c1)c1ccc(F)cc1,-2.8,25
CCCC(=O)Nc1cc(-c2nc3ncccc3o2)ccc1C,-0.6,37
CC[C@]12c3[nH]c4cc(CCC(=O)N(C)C)ccc4c3CCN1C(=O)[C@@H](CC(=O)NCCCOC)C[C@@H]2C(=O)N1CCN(C(=O)c2ccco2)CC1,nt,13
COc1ccc(CNC(=O)CNC(=O)c2ccc(Br)o2)cc1OC,-0.9,21
O=C1CC(N2CCN(C/C=C/c3ccccc3)CC2)C(=O)N1Cc1cccs1 (stereo unspecified),-0.9,26
COc1ccccc1C1/C(=C(/O)c2ccc(C)cc2)C(=O)C(=O)N1CC(C)O (stereo unspecified),0.1,24
CCN(CC)c1ccc(C(=O)NNC(=O)CN2C(=O)NC(C)(c3ccccc3)C2=O)cc1 (stereo unspecified),-0.5,9
Fc1ccc(Oc2nc(-c3ccccn3)nc3ccccc23)cc1,-1.2,6
CC(=O)Nc1ccc(NCc2ccc(C)s2)cc1,-0.5,3
COc1cccc(NC(=O)CSc2nc3ncc(Br)cc3[nH]2)c1,0.2,12

# More entries.
mol,STK33 inh,OX1R FRET antag
COc1ccc(NC(=O)c2cnc3sccn3c2=O)cc1,-0.5,18
CCCCCCCc1nc2nc(C)c(Br)c(=O)n2[nH]1,-0.8,26
COc1ccc(N2C(=O)CCC(C(=O)N(C)C3CCCCC3)C2c2ccc(OC)c(OC)c2)cc1 (stereo unspecified),-0.9,9
Cc1[nH]c(=O)[nH]c(=O)c1/C=N/NC(=O)[C@H](C)N,-0.8,6
COc1ccc(NC(=O)N(C)C[C@H]2Oc3c(NC(=O)C4CC4)cccc3C(=O)N([C@H](C)CO)C[C@@H]2C)cc1,-1.0,1
C/C(=N\NC(=O)c1ccc(CN2CCc3ccccc3C2)cc1)c1ccccc1O,0.8,2
CCOC(=O)Cn1c(CN2CCN(C(=O)c3ccco3)CC2)nc2c1c(=O)n(C)c(=O)n2C,0.8,7
CC(C)(C)OC(=O)NOCC(=O)N(Cc1ccccc1)CC(O)COc1ccccc1 (stereo unspecified),-0.8,16
O=C(CCC(=O)c1ccccc1)Nc1ccc(C(=O)O)cc1,-0.6,nt
CCN(CC(=O)Nc1ccc(NC(C)=O)cc1)C(=O)c1cc2c(s1)CCCC2,-0.2,10
O=C(Cn1cccc1)NCc1cccs1,-1.7,8
CC1CC(=O)Nc2ccccc2N1S(=O)(=O)c1ccc(Br)cc1 (stereo unspecified),-2.0,11

# More structures.
mol,STK33 inh,OX1R FRET antag
CN(CC(=O)NC(=O)NC1CCCCC1)CC(=O)Nc1ccc(Cl)cc1,-1.7,-7
COc1ccc2cc(C(c3nnnn3C3CCCC3)N3CCc4ccccc4C3)c(=O)[nH]c2c1 (stereo unspecified),0.9,11
CCOC(=O)C(NC(=O)CC)C(O)c1cccc([N+](=O)[O-])c1 (stereo unspecified),-2.1,-1
CCN(C(=O)CSc1nc2nc(C)cc(C)n2n1)C1CCS(=O)(=O)C1 (stereo unspecified),nt,7
CC(C)C(=O)Nc1ccc(NC(=O)c2ccccn2)cn1,2.3,28
O=C(Nc1ccc(Br)cn1)c1ccc(COc2c(F)c(F)cc(F)c2F)o1,0.7,13
Cn1nc(C(C)(C)C)cc1NC(=O)Nc1ccc(Cl)cc1,1.5,6
CC1CCN(CCCNC(=O)c2ccc(CS(=O)(=O)Cc3ccc(Cl)cc3)o2)CC1,-0.5,6
COc1ccc2c(c1)c(/C=C/c1cc[n+](C)cc1)cn2C,-0.2,37
S=c1[nH]nc(-c2ccc(Br)cc2)n1-c1ccc(Br)cc1,-1.2,24
COc1ccccc1NS(=O)(=O)c1ccc2[nH]c(=S)oc2c1,-0.8,26
Cc1ccccc1N1CCN(Cc2nc(Cc3ccccc3F)no2)CC1,-1.8,12

# Following part.
mol,STK33 inh,OX1R FRET antag
COc1ccccc1-c1nn(Cc2ccccc2)cc1C(=O)NCC(c1ccco1)N1CCCC1 (stereo unspecified),1.0,11
CC(=O)c1cccc(NS(=O)(=O)c2ccc(C(=O)Nc3ccccc3)cc2)c1,5.2,74*
Cc1ccc(C(=O)NC(=S)Nc2ccc(S(=O)(=O)N3CCN(C)CC3)cc2)cc1,0.2,9
CC(C)COc1nc2ccccc2nc1C(C#N)C(=O)NC1CCCCC1 (stereo unspecified),-0.2,12
COC(=O)c1c(C(=O)OC)c(-c2ccc(OC)cc2)n2c1CCC2,-0.2,7
CCCCc1c(O)c2ccccc2n(CCCC)c1=O,0.1,28
O=[N+]([O-])c1ccc(Oc2ccc(OCc3ccccc3)cc2)nc1,1.1,13
CCOC(=O)N1CCN(C2CCCN(C(=O)c3ccccc3SC)C2)CC1 (stereo unspecified),-1.1,1
CC(=O)Nc1ccc(S(=O)(=O)N2CCC(c3nc4c(nnn4Cc4ccccc4Cl)c(=O)[nH]3)CC2)cc1,1.8,4
COc1ccc(CCC(=O)NCCS(=O)(=O)N2CCN(c3ccccc3OC)CC2)cc1,2.0,12
CC(C)(C)c1ccc(C(=O)N2CCN(C(=O)c3cccs3)CC2)cc1,-0.3,7
CC(NC(=O)CCCN1C(=O)c2ccccc2C1=O)c1ccc2c(c1)CCCC2 (stereo unspecified),0.3,17

# In the list so far, eight have a thiophene ring, fused or not.
mol,STK33 inh,OX1R FRET antag
Cn1c(C(=O)N(Cc2ccccc2)Cc2ccccn2)cc2sccc21,0.4,4
CCOCCCNC(=O)C(c1ccc(Cl)cc1)N(Cc1cccs1)C(=O)c1ccccn1 (stereo unspecified),-2.7,7
COc1ccccc1NC(=O)c1cc2c(s1)-c1ccccc1S(=O)(=O)C2,-2.3,18
O=C1CC(N2CCN(C/C=C/c3ccccc3)CC2)C(=O)N1Cc1cccs1 (stereo unspecified),-0.9,26
CC(=O)Nc1ccc(NCc2ccc(C)s2)cc1,-0.5,3
CCN(CC(=O)Nc1ccc(NC(C)=O)cc1)C(=O)c1cc2c(s1)CCCC2,-0.2,10
O=C(Cn1cccc1)NCc1cccs1,-1.7,8
CC(C)(C)c1ccc(C(=O)N2CCN(C(=O)c3cccs3)CC2)cc1,-0.3,7

# The list continues.
mol,STK33 inh,OX1R FRET antag
CCN1CCN(C(=O)N[C@@H](C(=O)N[C@@H]2C(=O)N3[C@@H]2SC(C)(C)[C@@H]3C(=O)O)c2ccccc2)C(=O)C1=O,-2.9,9
Cc1nnc2n(c1=O)C(CS(=O)(=O)c1ccccc1)CS2 (stereo unspecified),-0.5,9
O=C(NCc1ccccn1)NC12CC3CC(CC(C3)C1)C2,-1.0,15
O=C(Nc1ccc2c(c1)OCO2)C1CC(=O)N(c2ccc3c(c2)OCCO3)C1 (stereo unspecified),0.1,7
COC(=O)COc1ccc(S(=O)(=O)Nc2ccc(C(N)=O)cc2)cc1C,-2.1,5
Cc1ccc(NC(=O)CCN2C(=O)c3ccccc3C2=O)c(C)c1,-2.2,0
Cc1cc(S(=O)(=O)N2CCN(C(=O)CCC(=O)N3CCOCC3)CC2)ccc1Br,4.5,14
Cc1ccccc1/C=c1\s/c(=C\C(=O)C(C)(C)C)[nH]c1=O,-0.7,68
CCOc1ccc(S(=O)(=O)N2CCN(c3ccccn3)CC2)cc1,1.6,14
COC(=O)C1=C(NC(=O)c2ccc(C)cc2)CCS1,1.2,5
O=C(COC(=O)CC1c2ccccc2CCN1S(=O)(=O)c1ccc(F)cc1)Nc1ccccc1 (stereo unspecified),1.1,26
O=C(C[n+]1ccc(C(=O)N/N=C/c2ccc(Br)cc2)cc1)c1ccccc1,-2.6,14

# More records:
mol,STK33 inh,OX1R FRET antag
CCC(=O)Nc1cccc2ccccc12,-0.3,16
O=C(NCc1ccccc1F)C1CCCN1C(=O)Nc1ccccc1 (stereo unspecified),-1.2,4
Cc1ccc(C)c(OCCC(=O)OCC(=O)N2c3ccccc3NC(=O)C2(C)C)c1,0.1,11
CC12CC3(C)CC(C)(C1)CC(C(=O)NCC(=O)O)(C2)C3,-0.8,13
Cc1ccc(CNS(=O)(=O)NCc2ccccc2F)cc1,0.1,16
COC(=O)CSc1nnnn1-c1cccc2ccccc12,-1.0,13
CNC(=O)COC(=O)/C=C/c1cn(-c2ccccc2)nc1-c1ccc2c(c1)OCCO2,0.1,19
CN(C)c1nc(NC(C)(C)C)nc(SCC(=O)Nc2ccccc2)n1,-2.0,14
CCCN1CCC(NC(=O)CCc2nnc(Cc3cc(OC)ccc3OC)o2)CC1,-1.4,-7
CCc1ccccc1Nc1nc(N)nc(COC(=O)c2cccn2C)n1,0.3,14
CC1CCCN(C(=S)Nc2ccc(S(=O)(=O)N3CCCCC3)cc2)C1 (stereo unspecified),-1.3,9
COC(=O)c1ccccc1NC(=O)Cn1cc(Br)cn1,-0.1,36

# (next part)
mol,STK33 inh,OX1R FRET antag
Cc1ccc(S(=O)(=O)N2CCCC(C(=O)NCc3cccnc3)C2)cc1Cl (stereo unspecified),-1.7,13
Cc1ccc2[nH]c3c(NCc4ccco4)ncnc3c2c1,4.1,50*
O=C(NCc1ccco1)C(=O)NCC1OCCCN1S(=O)(=O)c1ccc(Cl)cc1 (stereo unspecified),-2.0,8
CC12CCC(=O)N1C(C(=O)Nc1nc(-c3cc(F)ccc3F)cs1)CS2 (stereo unspecified),0.8,2
Cc1ccc2c(c1)C(O)(CC(=O)c1cccc(-n3cccc3)c1)C(=O)N2 (stereo unspecified),0.7,14
CC1Cc2ccccc2N1C(=O)COc1cccc(-n2cnnn2)c1 (stereo unspecified),-0.3,14
NC(=O)[C@@H]1CCCCNc2c(F)cc([N+](=O)[O-])cc2C(=O)N[C@@H](CC(=O)O)C(=O)NCC(=O)N1,-1.2,56
COc1ccccc1CC(=O)NNC(=O)c1ccco1,-0.2,1
COc1ccc(CCn2c(=O)[nH]c3cc(C(=O)N4CCN(c5ccccc5)CC4)ccc3c2=O)cc1OC,0.3,0
O=C(NC1CC1)c1cccc(Br)c1,0.0,1
C/C(=N/NC(=O)c1cccs1)c1cccc(NC(=O)C2CC2)c1,-0.4,29
OCCC1CN(Cc2ccc3nsnc3c2)CCN1CCc1ccccc1 (stereo unspecified),2.0,25

# Next section.
mol,STK33 inh,OX1R FRET antag
COc1ccc(C(=O)n2nc(-c3ccco3)nc2SC)cc1OC,0.1,19
CCCC/C(O)=C1\C(=O)CC(C)(C)CC1=Nc1ccccc1OC,0.7,15
CCCSc1nc(O)c(C2OC(=O)c3c2ccc(OC)c3OC)c(=O)n1-c1ccccc1 (stereo unspecified),0.0,28
O=C(CCc1ccccc1)Nc1cccc(S(=O)(=O)N2CCOCC2)c1,-1.2,3
COc1cccc(COC(=O)C2CCN(S(=O)(=O)c3ccc(C)cc3C)CC2)c1OC,-2.4,11
COc1ccc(NC(=S)NCc2ccco2)c(OC)c1,-0.3,26
COc1cc(/C=C(\NC(C)=O)C(=O)NC(C)(C)C)ccc1OC(C)=O,-1.5,6
O=C(NCCN1CCN(c2ccccc2)CC1)C1CCN(S(=O)(=O)c2cccc3nonc23)CC1,-0.2,41
CCOC(=O)N/N=C/C=C/c1ccccc1,-0.8,19
O=C(CSc1nc2ccc(Cl)cc2[nH]1)c1cccs1,-1.3,26
CCOc1cc(CNn2cnnc2SCC(=O)NC(C)(C)C)ccc1OCC(=O)NC(C)(C)C,-2.3,12
CN(C)S(=O)(=O)N1CCN(CC(=O)Nc2ccc(Br)cc2)CC1,0.0,-5

# Next records.
mol,STK33 inh,OX1R FRET antag
CCOc1ccc(NC(=O)c2ccco2)c([N+](=O)[O-])c1,0.1,44
CN(C)S(=O)(=O)c1cc(NC(=O)COC(=O)Cc2ccc(Br)cc2)ccc1Cl,-0.2,14
CCc1ccc2c(c1)C1(SC(NC(C)=O)=NN1C(C)=O)C(=O)N2CC (stereo unspecified),-0.5,28
O=C1CCCC2=C1C(c1ccc(O)c(O)c1)Nc1ccc3ncccc3c12 (stereo unspecified),0.8,11
